KAT2A inh: qHTS Assay for Inhibitors of GCN5L2. Histone acetyltransferase KAT2A (Homo sapiens), Q92830. GCN5L2 HAT assay, ThioGlo1 CoA-SH fluorescence. Potency, µM (doses to about 58.9 µM), without a hit: at the top dose activity change, negative = inhibition, most hits filed as inhibitors. actives 0.21% (n = 390,000). AID 504327, 2011
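Preincubate 20nM GCN5L2 with compound 15 min, RT → add 50uM ThioGlo1 + 75uM H3(1-25) + 70uM acetyl-CoA → read fluorescence 0 and 20 min. Primary qHTS; fluorescent artifacts likely.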
FEN1 inh: qHTS Assay for the Inhibitors of Human Flap endonuclease 1 (FEN1). P39748. Recombinant FEN1 flap cleavage, fluorescence, 15 min. Potency, µM (titrated, usually from 114 µM), for inactives: at the top dose activity change, negative = inhibition, most hits filed as inhibitors. actives 0.35% (n = 390,000); also: nearly all actives have a fitted effect of over 65% in size
Target sequence (P39748 whole entry, looked up): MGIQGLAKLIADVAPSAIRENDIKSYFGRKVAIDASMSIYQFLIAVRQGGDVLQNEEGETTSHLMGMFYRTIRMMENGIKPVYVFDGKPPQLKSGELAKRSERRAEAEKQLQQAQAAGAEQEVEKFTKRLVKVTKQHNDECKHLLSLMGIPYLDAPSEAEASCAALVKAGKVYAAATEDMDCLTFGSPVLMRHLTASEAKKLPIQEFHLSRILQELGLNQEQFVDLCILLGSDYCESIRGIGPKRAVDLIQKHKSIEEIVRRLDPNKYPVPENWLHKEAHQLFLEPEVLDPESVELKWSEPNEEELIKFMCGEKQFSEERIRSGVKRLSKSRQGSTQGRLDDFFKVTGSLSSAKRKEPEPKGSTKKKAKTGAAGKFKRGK
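In this screen, 50 nM flap DNA substrate was added to 10 nM FEN1 pretreated with compound for 15 min at room temperature; cleavage was followed with reads at 0 and 15 min, and Hill fitting gave concentration–response parameters.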
N370S GC mod: qHTS Assay for Inhibitors and Activators of N370S glucocerebrosidase as a Potential Chaperone Treatment of Gaucher Disease. N370S GC spleen homogenate, 4MU-glucoside fluorescence. Potency, µM (doses to about 59.4 µM), for inactives: top-dose activity change, negative = inhibition, usual class: inhibitors. actives 0.092% (n = 330,000);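 also: 0% = full enzyme activity and -100% = no enzyme basal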
* marks the source's active call; other numbers are inactive results; u = inconclusive; x = not tested or not shown; & = joins results of further samples; [ ] = remark or other dose. Calls follow the shape of the dose curve; as a rule, active = well fitted curve in the direction sought with a large enough effect; inconclusive = small, poorly fitted or top-dose-only effect, or another doubt; inactive = no such curve, though single readings can be large; an effect the other way counts as inactive or inconclusive. Unless noted, % is scaled to controls: 0 for no effect and ±100 for the full control effect; potency is read from the fitted curve at half-maximal effect. An excerpt; count on the stated rates, not on these rows.

cpd	KAT2A inh	FEN1 inh	SMILES	N370S GC mod
1	-7%	-4%	O=C(NCC1OCCCN1S(=O)(=O)c1cc(F)ccc1F)C(=O)NC1CCCC1 (stereo unspecified)	-1%
2	-5%	3%	O=C1c2cccc(OCC(=O)N3CCCc4ccccc43)c2CCN1Cc1cccnc1	6%
3	-2%	0%	CCCOc1ccc(/C=N/NC(=O)CN2CCCCC2)cc1	-15%
4	-2%	8%	Cc1sc(NC(=O)CS(=O)(=O)c2ccccc2)c(C#N)c1C	-2%
5	-16%	-18%	COc1cc(OC)cc(-c2cc3nc(C)c(CCC(=O)NC(C)CCc4ccco4)c(C)n3n2)c1 (stereo unspecified)	1%
6	-9%	u	COc1ccc(C(=O)CC2(O)C(=O)N(CCc3ccccc3)c3ccc(Br)cc32)cc1OC (stereo unspecified)	x
7	-5%	-6%	Cc1ccc2[nH]c(=O)c(CN(Cc3cccs3)Cc3nnnn3Cc3ccccc3)cc2c1	u
8	-5%	0%	CCc1ccc(NC(=O)CN(c2ccccc2)S(=O)(=O)N(C)C)cc1	u
9	2%	7%	Cc1ccc(S(=O)(=O)NCC(=O)Nc2cccnc2)cc1C	x
10	1%	10%	CCOC(=O)C1(CC2CC2)CCN(Cc2cnc(-c3ccccc3C)nc2)CC1	-1%
11	-9%	1%	Cc1ccc(S(=O)(=O)N2CCCCC2)cc1NC(=O)CN1C(=O)CN(C)C1=O	-1%
12	-3%	-13%	Cc1ccc(CNC(=O)C2CCN(S(=O)(=O)c3cnc[nH]3)CC2)cc1	3%
13	-11%	14%	CCOc1ccc(NC(=O)CSC2=Nc3ccccc3C3=NC(CC(=O)NCc4ccc5c(c4)OCO5)C(=O)N23)cc1 (stereo unspecified)	x
14	-4%	x	c1ccc(-c2cccc(N3CCCC4(CCNCC4)C3)c2)cc1	-16%
15	-5%	x	O=C(O)CN(CC(=O)O)c1ccccc1OCCOc1ccccc1N(CC(=O)O)CC(=O)O	-6%
16	-6%	-10%	O=C(Nc1nnc(-c2ccco2)o1)C1CCCCC1	2%
17	-2%	-13%	O=C(N/N=C/c1cccc(Cl)c1Cl)Nc1ccccc1	8%
18	2%	1%	Cc1ccc2cc3c(N)[nH]nc3nc2c1	9%
19	1%	0%	CCN1C(=O)C(CC(=O)Nc2ccc(Cl)cc2)N(NC(=O)c2ccncc2)C1=S (stereo unspecified)	0%
20	-1%	-6%	O=C(NCCN1CCc2ccccc2C1)C1CCN(S(=O)(=O)N2CCCCC2)CC1	-5%
21	-10%	-2%	Cc1oc2c(C)c3oc(=O)c(CCC(=O)N4C[C@H]5C[C@@H](C4)c4cccc(=O)n4C5)c(C)c3cc2c1C	-5%
22	-18%&-20%	-2%&12%	Cc1cccc(CNC(=O)Cn2ccc3cc(S(=O)(=O)N4CCCCCC4)ccc32)c1	-3%
23	-15%	-15%	CCOc1ccc(C(=O)Nc2cccc(NC(=O)c3ccc(C(C)(C)C)cc3)c2)cc1Br	x
24	-1%	1%	O=C(CCc1nc(-c2ccccc2)no1)NCc1ccco1	3%[2.35 µM]
25	-9%	-4%	CCOC(=O)c1cccc(NC(=O)Cn2ncc3c(=O)oc4ccccc4c32)c1	x
26	-5%	-11%	COc1ccc(N(C(=O)COc2ccc(F)cc2)S(=O)(=O)c2ccc(C)cc2)cc1	7%
27	1%	6%	CCCCC12CN3CCN(CC(C3)/C1=N\NC(=O)Nc1ccccc1)C2	u
28	0%	-7%	O=C(Nc1ccc(N2CCN(C(=O)c3ccco3)CC2)cc1)c1cc(Br)ccc1Cl	x
29	-11%	-7%	Cc1cc(C)n(C(=O)CNc2ccc(C)c(C)c2)n1	8%
30	-29%	-1%	CCc1ccc(C(=O)NNC(=O)C2CSC3(C)CCC(=O)N23)cc1 (stereo unspecified)	-10%

Not a retest: an excerpt of the list.
cpd	KAT2A inh	FEN1 inh	SMILES	N370S GC mod
1	-7%	-4%	O=C(NCC1OCCCN1S(=O)(=O)c1cc(F)ccc1F)C(=O)NC1CCCC1 (stereo unspecified)	-1%
2	-5%	3%	O=C1c2cccc(OCC(=O)N3CCCc4ccccc43)c2CCN1Cc1cccnc1	6%
3	-2%	0%	CCCOc1ccc(/C=N/NC(=O)CN2CCCCC2)cc1	-15%
4	-2%	8%	Cc1sc(NC(=O)CS(=O)(=O)c2ccccc2)c(C#N)c1C	-2%
5	-16%	-18%	COc1cc(OC)cc(-c2cc3nc(C)c(CCC(=O)NC(C)CCc4ccco4)c(C)n3n2)c1 (stereo unspecified)	1%
6	-9%	u	COc1ccc(C(=O)CC2(O)C(=O)N(CCc3ccccc3)c3ccc(Br)cc32)cc1OC (stereo unspecified)	x
7	-5%	-6%	Cc1ccc2[nH]c(=O)c(CN(Cc3cccs3)Cc3nnnn3Cc3ccccc3)cc2c1	u

Laid out differently: results already given
no.	molecule	KAT2A inh	FEN1 inh	N370S GC mod
5	COc1cc(OC)cc(-c2cc3nc(C)c(CCC(=O)NC(C)CCc4ccco4)c(C)n3n2)c1 (stereo unspecified)	-16%	-18%	1%
4	Cc1sc(NC(=O)CS(=O)(=O)c2ccccc2)c(C#N)c1C	-2%	8%	-2%
10	CCOC(=O)C1(CC2CC2)CCN(Cc2cnc(-c3ccccc3C)nc2)CC1	1%	10%	-1%
1	O=C(NCC1OCCCN1S(=O)(=O)c1cc(F)ccc1F)C(=O)NC1CCCC1 (stereo unspecified)	-7%	-4%	-1%

Further results
cpd	KAT2A inh	FEN1 inh	SMILES	N370S GC mod
31	-6%	-12%	COc1ccc(-c2cn[nH]c2-c2ccc(OC)cc2O)cc1	-10%
32	0%	-12%	O=C(NC1CCCCC1)NC1CCN(C(=S)NCc2ccco2)CC1	7%
33	3%	7%	CC1CCC(NC(=O)COC(=O)c2ccco2)CC1 (stereo unspecified)	x
34	5%	-5%	O=C(C1=NN[C@@H]2C(=O)N(c3ccccc3C(F)(F)F)C(=O)[C@H]12)c1ccc2ccccc2n1	28%
35	-6%	-14%	O=C(CN(C(=O)CNC(=O)c1ccco1)c1ccc2c(c1)OCCO2)NC1CCCCC1	3%
36	-10%	5%	O=C(NCCS(=O)(=O)N1CCCCCC1)c1ccccc1	-1%
37	-14%	-6%	NCCSC1CC(=O)N(c2ccc(F)cc2)C1=O (stereo unspecified)	-5%
38	-7%	-25%	COc1cccc(/C=C/C(=O)c2ccc(NC3=NCCCS3)cc2)c1	-28%
39	-4%	0%	Cc1ccc(CNS(=O)(=O)/C=C/c2ccc3c(c2)OCO3)cc1	5%
40	-28%	x	COc1ccc(F)cc1CN1CCN(c2cc(C)nc3c4c(C)cc(C)nc4nn23)CC1	-5%
41	4%	1%	Cc1ccc(C(=O)CCC(=O)NNC(=O)c2ccccc2O)cc1	x
42	-5%	-9%	CCN(CC)C(=O)COc1ccc2c(c1)C(=O)CC(C)(C)O2	14%
43	-7%	-11%	N#Cc1c(-n2cccc2C=O)sc2c1CCCC2	7%
44	-6%	9%	C=CCc1cccc(/C=N/NC(=O)C(C)Nc2cccc(C)c2)c1O (stereo unspecified)	6%
45	4%	-10%	COc1ccccc1NC(=O)c1c(Br)cnn1C	7%
46	-10%	5%	COc1ccccc1NC(=O)C(C)N(C)Cc1ccc(Cl)s1 (stereo unspecified)	1%
47	-1%	-20%	O=c1cc(-c2ccccc2)nc2n1Cc1ccccc1-2	20%
48	1%	-13%	Cn1c(=S)n(C)c2ccccc21	4%
49	-5%	-4%	CCOC(=O)[C@H]1[C@H]2COc3cc(OC)ccc3[C@@H]2N2C(=O)c3cc(C)ccc3NC(=O)[C@@]12C	1%
50	-9%	0%	Cc1cc(C)c2c(CN3CCN(C)CC3)cc(=O)oc2c1	0%
51	-3%	-12%	O=C(c1cccc([N+](=O)[O-])c1)N1CCN(c2cccc(Cl)c2)CC1	0%
52	10µM*	-10%	Cc1[nH]n(-c2ccccc2)c(=S)c1C=Nc1cccc([N+](=O)[O-])c1	2%
53	-7%	-2%	CCCc1c(C)nc(N2CCN(c3ccc(F)cc3)CC2)[nH]c1=O	-13%
54	4%	-3%	CCOC(=O)C1CCN(C(=O)Cc2c(C(=O)O)[nH]c3ccccc23)CC1	7%
55	0%	-6%	CN(C(=O)c1ccc2c(c1)N(Cc1cccc(Cl)c1)C(=O)c1ccccc1S2(=O)=O)C1CCCCC1	x
56	-11%	-10%	O=C(CSc1ncnc2scc(-c3ccccc3)c12)NCc1ccc2c(c1)OCO2	6%
57	-4%	-14%	Fc1ccccc1CNCCC(Cc1ccccc1)c1ccc2c(c1)OCO2 (stereo unspecified)	-12%
58	-1%	-19%	Cc1cc(C)cc(C(=O)NC(CC(N)=O)c2ccc(NC3CCCCCCCCCCC3)c([N+](=O)[O-])c2)c1 (stereo unspecified)	1%
59	-14%	-3%	Cc1noc(N)c1C(=O)Nc1ccc(C(C)(C)C)cc1	10%
60	-5%	-6%	O=C(CCc1nnc(CCc2c[nH]c3ccccc23)o1)NC1CCC1	-3%
61	-24%	18%	O=C(Cn1nc(-c2ccc(Cl)cc2)ccc1=O)NCc1ccccc1Cl	x
62	-9%	-4%	N/C(=N\OC(=O)Nc1ccc(Cl)cc1)c1ncc(C(F)(F)F)cc1Cl	0%
63	-11%	3%	COc1ccc(NC(=O)CN(C)CC(=O)Nc2ccc3c(c2)CCC3)cc1	-15%
64	-9%	-3%	COC(=O)c1cccn(CC(=O)c2ccc(Cl)cc2Cl)c1=O	-4%
65	x	0%	Cc1cccc(N/C=C/c2onc(C)c2[N+](=O)[O-])c1	-28%
66	-2%	x	FC(F)(F)c1ccccc1-c1cncnc1NCc1cccnc1	-7%
67	-18%	-1%	Cc1ccn2c(=O)nc(SCC(=O)N3CCCCC3)nc2c1	3%
68	-11%	1%	CCOC(=O)C(=CNc1cc(OC)ccc1-n1cccc1)C(=O)OCC	10%
69	-8%	-1%	O=S(=O)(/C=C/c1ccccc1)Nc1ccc(F)cc1	3%
70	-2%	-13%	COc1ccc(/C=C/C(=O)NC(C)CCc2ccccc2)cc1 (stereo unspecified)	0%
71	0%	6%	CC(=O)c1ccc(Nc2c(C)n(C)n(-c3ccccc3)c2=O)cc1	-8%
72	-14%	0%	O=C(c1ccc([N+](=O)[O-])c(CS(=O)(=O)c2ccc(Cl)cc2)c1)N1CCCC1	-7%
73	-6%	10%	Cc1cc(C)nc(N/N=C/c2cc(Br)ccc2O)n1	-3%
74	0%	2%	O=C(CN1CCN(Cc2ccc(F)cc2)CC1)Nc1ccccc1F	-5%
75	-2%	0%	CN(C)CCCNC(=S)NCCNc1nc2cc3c(cc2cc1C#N)OCO3	21%
76	4%	-7%	Cc1oc(C)c(C(N)=O)c1C(N)=O	-1%
77	4%	-2%	COc1ccc(NC(=O)Cn2c(=O)c3ccccc3n3nncc23)c(OC)c1	x
78	0%	x	C(=C\c1ccccc1)/CN1CCN(Cc2ccc3c(c2)OCCO3)CC1	-29%
79	-15%	-4%	CCCCC(=O)Nc1ccc2c(c1)OCCO2	0%
80	2%	10%	CC(C)(C)NC(=O)Nc1nnc(SCC(=O)NC2CCCCC2)s1	0%
81	2%	-6%	O=c1[nH]c2ccccc2cc1CN(Cc1ccco1)S(=O)(=O)c1ccccc1	u
82	-4%	2%	COc1ccccc1CN(CC(=O)NCc1ccc2c(c1)OCO2)C(=O)c1ccc2c(c1)OCCO2	-3%
83	-5%	9%	CCCCC1=NN(C(=O)c2cccnc2)C(O)(C(F)(F)F)C1 (stereo unspecified)	15%
84	-3%	10%	COc1ccc2[nH]c(=O)c(CN(c3ccccc3OC)S(=O)(=O)c3ccccc3)cc2c1	19%
85	-9%	-3%	COc1ccc(C2=NOC(COc3ccc4c(C)cc(=O)oc4c3)C2)c(OC)c1 (stereo unspecified)	5%
86	1%	-2%	Cc1nn(Cc2ccccc2Cl)c(C)c1C(=O)NCc1ccco1	1%
87	-11%	-1%	CCCCOc1ccccc1NC(=O)CC1Nc2ccccc2NC1=O (stereo unspecified)	u
88	-22%	-21%	CSc1nnc(N2C(=O)C(O)=C(C(=O)c3ccco3)C2c2ccccc2F)s1 (stereo unspecified)	-17%
89	-6%	-8%	COc1ccc(C2=C(C)C(=O)N(Cc3ccc(C(=O)NCc4ccccc4C)cc3)S2(=O)=O)cc1	x
90	0%	-1%	O=C(CN1C(=O)COc2ccc(Cl)cc21)Nc1ccc2c(c1)OCCO2	2%
91	x	0%	CCc1nnc(NCn2nc(C)cc2C)s1	0%

Part of the list above, with each value named.
#91 CCc1nnc(NCn2nc(C)cc2C)s1
  KAT2A inh: x
  FEN1 inh: 0%
  N370S GC mod: 0%

#63 COc1ccc(NC(=O)CN(C)CC(=O)Nc2ccc3c(c2)CCC3)cc1
  KAT2A inh: -11%
  FEN1 inh: 3%
  N370S GC mod: -15%
